Screening data (PubChem)
Apaf1 inhib = inhibitors of human Apaf-1 apoptosome; reconstituted apoptosome caspase-3 activity, DEVD-Rh110 fluorescence; 0.71% of 330,000 active; inhibition, % at 20 µM; O14727; active = inhibition of at least 40% at 20 µM;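 also: plate controls were DMSO wells for no effect and DEVD-CHO caspase inhibitor wells for full effect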
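Medium: Hepes buffer, pH 7.5 / System: biochemical Apaf-1 apoptosome reconstitution / Measured by: Rh110 fluorescence, excitation 480 nm, emission 540 nm / Times: compound with Apaf-1, dATP, procaspase-3 30 min, then 50 min reaction, room temperature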
SENP8 block-1 = blocks human SENP8 cleavage of Nedd8 substrate. recombinant SENP8, Nedd8 substrate fluorescence. Q96LD8. 0.64% of 360,000 active. inhibition, % at 20 µM. AID 602440; in the data active = inhibition mostly above about 40%, no sharp cut-off; inactive = mostly below about 27%
SENP8 block-2 = inhibitors of human SENP8 protease. purified SENP8, Z-RLRGG-aminoluciferin cleavage, luminescence. inhibition, % at 10 µM. 1.2% of 330,000 active. Q96LD8. AID 2540; in the data active = inhibition above about 50%
PfGluPho inh = PfG6PD (Plasmodium falciparum) enzyme inhibition; PfGluPho enzyme, NADPH resazurin-diaphorase fluorescence; inhibition, % at 20 µM; 0.78% of 350,000 active; AID 504690;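 active = inhibition reaching at least a set limit at 20 µM in the primary screen, cut at about 59% in these data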;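 also: 0% = DMSO wells with substrate and 100% = DMSO wells lacking glucose-6-phosphate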
SENP1 inh = inhibitors of human SENP1 SUMO protease catalytic domain. Q9P0U3. recombinant SENP1 catalytic domain, CyPet-SUMO1-YPet FRET cleavage. inhibition, % at 10 µM. 0.21% of 360,000 active;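 active = inhibition at least 30% at 10 µM, raw YFP signal under a set limit, fluorescence ratio 0.5 to 1.5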;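 also: 0% = enzyme with DMSO and 100% = no enzyme wells; some results filed as inactive read as strong as hits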
Target sequence (Q9P0U3 419-644 limits assumed): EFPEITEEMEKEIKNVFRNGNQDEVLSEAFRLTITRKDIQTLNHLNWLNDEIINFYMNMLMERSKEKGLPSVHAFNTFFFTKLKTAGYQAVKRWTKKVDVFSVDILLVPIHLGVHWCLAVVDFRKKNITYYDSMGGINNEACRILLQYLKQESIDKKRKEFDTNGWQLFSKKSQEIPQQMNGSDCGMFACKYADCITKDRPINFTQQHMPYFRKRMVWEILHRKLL
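Material – human SENP1 catalytic domain · Input – SENP1 enzyme, 20 pM final · Compound dosing – single concentration of 10 µM compound, 0.5% DMSO final · Timing – enzyme reaction for 50 min at room temperature, dark · Measured by – FRET fluorescence in CFP and YFP emission channels · Control set – no-enzyme wells low, DMSO-plus-enzyme wells high control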
SENP7 inh = inhibitors of human SENP7 protease. AID 434973. recombinant SENP7, Z-RLRGG-aminoluciferin luminescence, 40 min. 1.5% of 330,000 active. inhibition, % at 5 µM. Q9BQF6;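 active = inhibition above about 50% at the single test dose, limit read from the data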;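 also: plate controls were DMSO with enzyme for no effect and no enzyme buffer wells for full effect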
SENP6 block = blocks the human protease SENP6; 1.8% of 330,000 active; inhibition, % at 10 µM; Recombinant SENP6 catalytic domain, aminoluciferin luminescence; Q9GZR1;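 active = inhibition above about 50% at the single tested dose, limit read from the data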;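 also: plate controls were DMSO wells with enzyme for no effect and DMSO wells lacking enzyme for full effect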
HKDC1 inhibitor = HKDC1 (human) hexokinase inhibition; Q2TB90; recombinant HKDC1, G6PDH/diaphorase resazurin coupled fluorescence; inhibition, % at 20 µM; 0.16% of 340,000 active; AID 493160;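 active = inhibition above about 35% when tested at 20 µM, limit read from the data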;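 also: plate controls were DMSO wells with enzyme for no effect and DMSO wells lacking enzyme for full effect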
Target sequence (Q2TB90 whole entry, looked up): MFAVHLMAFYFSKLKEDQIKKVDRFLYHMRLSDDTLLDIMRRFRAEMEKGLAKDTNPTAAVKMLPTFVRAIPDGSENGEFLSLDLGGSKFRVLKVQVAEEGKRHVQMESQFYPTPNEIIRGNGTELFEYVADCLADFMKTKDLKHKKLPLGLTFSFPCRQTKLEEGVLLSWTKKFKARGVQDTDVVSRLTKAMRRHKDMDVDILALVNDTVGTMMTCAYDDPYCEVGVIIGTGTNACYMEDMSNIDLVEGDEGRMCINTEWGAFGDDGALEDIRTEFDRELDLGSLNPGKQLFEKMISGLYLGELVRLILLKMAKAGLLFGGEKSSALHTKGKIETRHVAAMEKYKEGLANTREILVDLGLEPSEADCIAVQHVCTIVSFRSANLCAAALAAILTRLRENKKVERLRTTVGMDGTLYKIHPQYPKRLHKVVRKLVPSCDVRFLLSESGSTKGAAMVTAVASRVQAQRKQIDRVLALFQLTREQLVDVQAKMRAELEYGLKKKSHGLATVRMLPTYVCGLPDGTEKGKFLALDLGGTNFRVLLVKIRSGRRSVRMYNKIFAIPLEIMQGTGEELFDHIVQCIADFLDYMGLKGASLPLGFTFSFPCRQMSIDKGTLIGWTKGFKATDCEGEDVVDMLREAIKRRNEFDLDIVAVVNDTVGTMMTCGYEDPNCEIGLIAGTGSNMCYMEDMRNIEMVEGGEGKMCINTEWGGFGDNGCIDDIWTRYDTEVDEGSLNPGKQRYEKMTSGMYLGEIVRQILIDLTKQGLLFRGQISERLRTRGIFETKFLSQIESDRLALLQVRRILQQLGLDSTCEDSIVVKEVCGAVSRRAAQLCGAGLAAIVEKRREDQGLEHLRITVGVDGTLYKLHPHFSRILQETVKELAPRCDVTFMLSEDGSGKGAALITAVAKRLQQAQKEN
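System: Recombinant HKDC1 hexokinase | Amount: HKDC1 at 5 µg/mL | Reagent: Glucose with 1 mM ATP | Doses: Single 20 µM dose | Incubation: Reaction time 90 min, room temperature, protected from light | Signal: Coupled resazurin fluorescence, excitation 525 nm, emission 613 nm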
An asterisk follows results filed as active; . = not tested or not shown.

SMILES	Apaf1 inhib	SENP8 block-1	SENP8 block-2	PfGluPho inh	SENP1 inh	SENP7 inh	SENP6 block	HKDC1 inhibitor
CCCC1=NN(c2ccc([N+](=O)[O-])cc2)C(=O)/C1=C/N(C)C	1	21	95*	-5	1	99*	98*	-15
Cc1ccc(Cl)cc1N(CC(=O)N1CCCCCC1)S(C)(=O)=O	1	18	7	4	-1	2	4	0
NC(=O)C1CCCN(S(=O)(=O)c2ccc(Br)cc2)C1 (stereo unspecified)	-3	15	4	-6	1	0	-12	-4
COc1ccc(CCNC(=O)CSc2ccc3nnc(CCNC(=O)c4ccc(C)cc4)n3n2)cc1OC	2	-3	-3	2	2	3	-15	-1
CC1CN(C(=O)c2cc3cc(Cl)cc(Cl)c3oc2=O)CC(C)O1 (stereo unspecified)	-2	-9	-10	-19	3	-4	-14	1
CC1CCC(CN2C(Nc3ccccc3)=NC[C@@H]2Cc2ccccc2)CC1 (stereo partly specified)	29	13	-7	-4	1	0	-14	2
COc1ccc(CC(=O)N2CCc3ccccc3C2)cc1	0	27	-12	-4	-1	-2	5	9
Cc1cc(C)nc(NC(=O)c2ccc(Cl)cc2Cl)n1	-4	14	3	2	-1	23	-5	-9
COc1cc(-c2ccc(=O)[nH]n2)ccc1OC(F)F	-5	-9	-5	2	-1	10	-5	-1
CC(=O)Nc1ccc(NC(=O)c2ccccc2CC[N+](=O)[O-])cc1	-25	22	1	-4	2	4	1	-6
CCOC(=O)c1cccc(NC(=O)c2ccco2)c1	-19	18	-3	-2	2	-3	3	-6
O=c1c([N+](=O)[O-])c(O)c2ccccc2n1Cc1ccccc1	7	-82	-2	18	-2	-6	-3	2
CC(C)c1ccc(NC(=O)CSc2nc3ccsc3c(=O)n2CCC(=O)O)cc1	12	7	6	-39	0	11	11	6
Cc1sc(NC(=O)c2sc3nc4c(C)cccc4cc3c2N)c(C#N)c1C	38	-50	4	41	-22	9	15	6
CCc1ccc(NC(=O)Cn2nnc(C(=O)NCc3ccc(OC)cc3)c2N)cc1	9	10	7	-6	1	1	22	-5

A draw from above in order of molecular weight, smallest number first:
SMILES	Apaf1 inhib	SENP8 block-1	SENP8 block-2	PfGluPho inh	SENP1 inh	SENP7 inh	SENP6 block	HKDC1 inhibitor
COc1cc(-c2ccc(=O)[nH]n2)ccc1OC(F)F	-5	-9	-5	2	-1	10	-5	-1
CC(=O)Nc1ccc(NC(=O)c2ccccc2CC[N+](=O)[O-])cc1	-25	22	1	-4	2	4	1	-6
CC(C)c1ccc(NC(=O)CSc2nc3ccsc3c(=O)n2CCC(=O)O)cc1	12	7	6	-39	0	11	11	6

(more compounds)
SMILES	Apaf1 inhib	SENP8 block-1	SENP8 block-2	PfGluPho inh	SENP1 inh	SENP7 inh	SENP6 block	HKDC1 inhibitor
O=C(NC1CCCCC1)N1CCCC(CNS(=O)(=O)Cc2ccccc2)C1 (stereo unspecified)	1	-1	-4	6	-1	4	20	4
O=C(CN1CCOCC1)Nc1ccc(S(=O)(=O)NC2CCCCC2)cc1	-3	10	4	-17	-1	-2	-7	12
O=C(CN(CCO)c1ccccc1)Nc1ccc(Cl)c(S(=O)(=O)N2CCOCC2)c1	6	4	-6	-4	2	-7	-7	-8
C#CCOCCOCCOCCNc1nc(N2CCN(C(=O)CCCCCCCCCCNC(=O)[C@H]([C@@H](C)CC)n3cc(CCCCN=C(N)N)nn3)CC2)nc(N2CCN(C(=O)CCCCCCCCCCNC(=O)[C@H](CO)n3cc(CCCSC)nn3)CC2)n1	59*	.	30	44	.	-5	-64	14
C=CC[n+]1c(-c2ccccc2)csc1NC(C)(C)C	-7	-3	-1	49	0	0	1	-15
c1ccc(N2CCN(Cc3ccsc3)CC2)nc1	8	12	-4	-15	1	3	-8	0
Cc1nnc(Cl)c2nn(-c3ccccc3F)c(C)c12	1	23	-8	5	2	6	-3	-12
COC(=O)CSc1nnc(-c2ccc(S(=O)(=O)N3CCCCC3)cc2)o1	-5	29	-13	-12	2	-6	-5	14
CCOC(=O)C1CC(C)=C(C)CC1C(=O)O (stereo unspecified)	5	12	5	3	2	-4	-6	-2
CC(=NCCN1CCOCC1)C1=C(O)c2ccccc2C1=O	1	13	-15	-5	0	-7	-5	-4
CC(C)(C)c1ccc(C(=O)N2CCN(CCNC(=O)C(=O)NCc3ccc(Cl)cc3)CC2)cc1	33	13	-6	7	2	-3	-2	0
COc1ccc(CCN(C)S(=O)(=O)c2ccc(Cl)nc2)cc1OC	8	24	-4	2	1	7	-28	-6
CC(CC(F)(F)F)N1CCC(n2nccc2NC(=O)CCCc2ccccc2)CC1 (stereo unspecified)	-1	2	0	5	-34	-6	3	-2
COc1ccccc1C(=O)N/N=C/c1ccc2c(c1)OCO2	6	-76	-8	20	0	-10	-3	-5
COCCn1c(SC2CCOC2=O)nc2ccccc2c1=O (stereo unspecified)	-1	28	-4	-1	1	5	-4	2
O=C(Nc1ccccc1N1CCCCC1)c1ccc(OC(F)F)cc1	21	19	1	34	-1	2	-9	0
Cc1c2cnn(CC(=O)NCCCN3CC(C)CC(C)C3)c(=O)c2c(C)n1Cc1ccc(Cl)cc1 (stereo unspecified)	20	6	-18	3	0	-12	-14	0
CCN(CC)S(=O)(=O)c1cccc(C(=O)OCC(=O)NCc2ccccc2OC)c1	8	18	9	9	-2	-2	-2	-3
CC(=O)OC1CCC2C3CCC4=C(CC(F)C(=O)C4)C3CCC12C (stereo unspecified)	.	-2	.	3	0	.	.	2
CCOC(=O)NC(Cc1c[nH]c2ccccc12)C(=O)NCCc1ccc(S(N)(=O)=O)cc1 (stereo unspecified)	8	14	-2	12	-3	-7	-38	-2
CCN(c1ccccc1)S(=O)(=O)c1ccc2c(c1)CCCN2C(C)=O	1	17	-6	-24	1	1	5	2
CCC(C)(C)c1nnc(NC(=O)c2ccc([N+](=O)[O-])cc2)s1	-7	24	-3	15	1	14	2	-3
CCOC(=O)c1c(C)[nH]c(C(=O)N(C)Cc2cccc(OC)c2OC)c1C	12	11	-13	0	1	-8	2	-3
Cc1ccc(N2C(=O)C3C4C=CC(CC4)C3C2=O)cc1Br (stereo unspecified)	8	15	-8	-4	2	-11	-13	-6
CC(=O)Oc1ccccc1C1OCCN1C(C)=O (stereo unspecified)	-2	12	3	-12	0	0	-14	1
O=C(NC(Cc1c[nH]c2ccccc12)C(=O)O)c1cccs1 (stereo unspecified)	10	-2	-3	-5	1	-9	-10	-14
CCCSc1nc(N)nc2c1ncn2C1OC(CO)C(O)C1O (stereo unspecified)	.	-50	.	-5	0	.	.	-6
COc1ccc(Oc2cn[nH]c2-c2ccc(OC)cc2O)cc1	10	12	-6	-6	1	-8	-5	-5
O=C(O)CN(CCc1ccccc1)S(=O)(=O)c1ccccc1	2	-39	-10	-11	2	-4	-11	-4
Cc1ccc(C2(C)NC(=O)N(CC(=O)N3CCc4ccccc43)C2=O)cc1 (stereo unspecified)	16	4	-7	-11	-1	-5	-15	6

Compounds shown so far containing a nitro group on carbon (4):
SMILES	Apaf1 inhib	SENP8 block-1	SENP8 block-2	PfGluPho inh	SENP1 inh	SENP7 inh	SENP6 block	HKDC1 inhibitor
CCCC1=NN(c2ccc([N+](=O)[O-])cc2)C(=O)/C1=C/N(C)C	1	21	95*	-5	1	99*	98*	-15
CC(=O)Nc1ccc(NC(=O)c2ccccc2CC[N+](=O)[O-])cc1	-25	22	1	-4	2	4	1	-6
O=c1c([N+](=O)[O-])c(O)c2ccccc2n1Cc1ccccc1	7	-82	-2	18	-2	-6	-3	2
CCC(C)(C)c1nnc(NC(=O)c2ccc([N+](=O)[O-])cc2)s1	-7	24	-3	15	1	14	2	-3

The results go on:
SMILES	Apaf1 inhib	SENP8 block-1	SENP8 block-2	PfGluPho inh	SENP1 inh	SENP7 inh	SENP6 block	HKDC1 inhibitor
CC(=O)CCCC(NS(=O)(=O)CCC(Cl)(Cl)Cl)c1ccccc1 (stereo unspecified)	-3	8	-14	13	2	7	-12	-1
CN(C)c1cc[n+](Cc2c(Cl)cccc2Cl)cc1	4	10	-9	5	-3	-3	-13	-4
O=C(Oc1ccc2c(c1)OCO2)c1cc2c(s1)CCC2	24	1	60*	13	-13	68*	81*	5
CCN(CC)CCOC(=O)C1(c2ccccc2)CCOCC1	-11	18	-4	-8	0	-7	-7	-3
CCOC(=O)c1[nH]c2ccc(OC)cc2c1NC(=S)N1CCN(c2cccc(Cl)c2)CC1	1	-270	-4	6	0	2	-1	-12
OC(c1ccccc1)C(Nc1ccccn1)c1ccccc1 (stereo unspecified)	.	0	.	-5	0	.	.	-5
COc1ccc(Cl)cc1NC(=S)NCCN1CCOCC1	-3	13	5	-2	1	-5	5	-10
CC(=O)Nc1ccc(NC(=O)CS(=O)(=O)Cc2ccccc2)cc1	-2	4	5	-2	3	-2	13	-8
O=C(CCNS(=O)(=O)c1cccc2nsnc12)NCc1ccccc1	4	9	-1	7	-3	8	-8	2
CCN(Cc1ccccc1)C(=O)C1CCN(C/C(C)=C/c2ccccc2)CC1	8	15	-4	-3	-1	-8	-17	-5
O=C(N/N=C/c1ccc(OC(=O)c2ccc([N+](=O)[O-])cc2)cc1)c1cccnc1	2	12	32	-6	3	46	2	7
Cc1ccc(C)c(N2CCN(S(=O)(=O)c3cn(C)cn3)CC2)c1	-78	17	-8	-11	0	-1	-11	-7
COc1ccc(S(=O)(=O)N2CCC(C(=O)NC3CC3)CC2)cc1C	7	10	-2	13	1	-12	21	-5
CC(C)(C)NC(=O)/C=C/c1cccs1	3	10	-6	8	2	-6	-8	-10
CCOc1c(Cl)cc(Cl)cc1CNCCNCCO	-11	22	-6	-2	0	9	8	-9
CCC1(CC)Nc2ccccc2C(=O)N1c1ccc(OC)cc1	-3	-440	-10	5	-49	-9	3	-1
CN(C)S(=O)(=O)c1ccc(NC(=O)C2CCCN(C(=O)c3ccc(Cl)cc3)C2)cc1 (stereo unspecified)	4	15	2	0	0	2	22	4
Cc1n[nH]c(C)c1CCNC(=O)C1CCC(=O)N(CCc2cccc(F)c2)C1 (stereo unspecified)	5	14	-3	-3	2	-5	7	1
CC(C)Cn1cc(C(=O)NCc2cccs2)c2c3ccccc3n(C)c2c1=O	11	-314	5	-12	-39	62*	3	0
CS(=O)(=O)N(CC(=O)Nc1ccc(S(=O)(=O)N2CCCC2)cc1)c1ccccc1	1	8	6	-15	2	8	-13	-5
O=C(CCc1n[nH]c(=O)[nH]c1=O)N1CCCCC1	3	12	1	-19	2	-4	10	-1
Cn1c(=O)n(C)c2cc(NC(=O)Cc3ccccc3[N+](=O)[O-])ccc21	-13	5	5	-20	1	1	10	-1
O=C1CC(N2CCN(S(=O)(=O)c3ccccc3F)CC2)C(=O)N1c1ccccc1Cl (stereo unspecified)	6	12	2	-11	2	-5	-8	-2
Cc1ccc(CN2CCN(/N=C\C(Br)=C\c3ccccc3)CC2)cc1	12	10	2	15	2	4	2	-3
O=C(Nc1ccc(F)cc1F)c1cc(-c2ccco2)on1	0	7	6	-6	-1	31	33	0
CCOC(=O)c1sc(NC(=O)CN2CCN(c3ccccc3)CC2)nc1C	-4	11	-8	13	-2	6	-29	2
C=CCS(=O)(=O)N1CCCC(Cc2ccccc2C)(C(=O)OCC)C1 (stereo unspecified)	14	10	-8	10	-3	-8	-15	-4
O=C1C(O)=C(O)C(=O)c2ccccc21	92*	61*	58*	1	4	55*	80*	2
O=C(CN1CCN(S(=O)(=O)c2cc(Cl)ccc2Cl)CC1)c1ccc(O)c(O)c1	3	31	-14	-19	-1	-13	-7	-2
COCCn1c(SCC(=O)c2ccc3c(c2)OCCO3)nnc1-c1ccoc1C	23	20	-11	29	-5	-11	-5	-1

Not a hit list; about 3.6% have a hit in one of these screens.
